Bioassay records deposited in PubChem BioAssay by NCI.
All columns: NCI-60 one-dose screen, growth in % after 48 h at 10 µM unless noted; 100 = growth as untreated, 0 = no growth, -100 = all killed.
UO-31 – UO-31 renal cancer | 81,000 compounds, 5.2% hits
A498 – A498 renal cancer cells | 76,000 compounds, 5.4% hits
786-0 – 786-0 renal cancer cells; AID 1794775; 81,000 compounds, 5.1% hits
SN12C – SN12C renal cancer cells; 81,000 compounds, 3.8% hits
ACHN – ACHN renal cancer; 81,000 compounds, 4.9% hits; AID 1794771
PC-3 – PC-3 prostate cancer cells | 80,000 compounds, 3.9% hits | AID 1794754
TK-10 – TK-10 renal cancer cells | 81,000 compounds, 3.9% hits
RXF 393 – RXF 393 renal cancer cells | 77,000 compounds, 6.9% hits
CAKI-1 – CAKI-1 renal cancer | 75,000 compounds, 4.7% hits | AID 1794772
Numbers without * were called inactive; & = joins results of further samples; [ ] = dose if it differs, or a comment. The calls were made as follows: active = growth percent below 10; inactive = the rest.

How did COc1cccc(/C=C/c2c(C(=O)c3ccccc3)c(=O)[nH]c3ccccc23)c1 do in these assays?
UO-31: 63; A498: 111; 786-0: 92; SN12C: 90; ACHN: 101; PC-3: 89; TK-10: 89; RXF 393: 91; CAKI-1: 90

Results for COc1ccc(C(OCC2OC(n3ccc(NC(=O)c4ccccc4)nc3=O)C(O)C2O)(c2ccccc2)c2ccccc2)cc1 (configuration not stated) ?
UO-31: 23; A498: 53; 786-0: 52; SN12C: -38*; ACHN: 47; PC-3: 23; TK-10: 82; RXF 393: 31; CAKI-1: 55

What do the screens show for `CCNc1cc2oc(=O)cc(C)c2cc1C`?
UO-31: 86; A498: 88; 786-0: 82; SN12C: 141; ACHN: 100; PC-3: 89; TK-10: 89; RXF 393: 117; CAKI-1: 96

Results for O=S(=O)(Oc1ccc(-c2cn3ccoc3n2)cc1)c1ccc(F)cc1 ?
UO-31: 90; A498: 83; 786-0: 97; SN12C: 93; ACHN: 107; PC-3: 91; TK-10: 94; RXF 393: 105; CAKI-1: 89

What do the screens show for `Clc1ccc(/C=N/c2ccccn2)cc1`?
UO-31: 85; A498: 86; 786-0: 92; SN12C: 107; ACHN: 101; PC-3: 101; TK-10: 99; RXF 393: 107; CAKI-1: 92

What do the screens show for `Cc1ccc(S(=O)(=O)c2nc(-c3ccccc3)oc2SCc2ccccc2)cc1`?
UO-31: 77; A498: 90; 786-0: 90; SN12C: 108; ACHN: 91; PC-3: 63; TK-10: 80; RXF 393: 96; CAKI-1: 80

Results for Cc1[nH]c(C(=O)Nc2ccc(C(=O)NCC3CCNCC3)cc2OC(C)C)c(Cl)c1Cl ?
UO-31: 89; A498: 79; 786-0: 80; SN12C: 81; ACHN: 100; PC-3: 62; TK-10: 90; RXF 393: 71; CAKI-1: 77

Results for CC(=O)N(c1cc(C)ccc1C)c1ccccc1[N+](=O)[O-] ?
UO-31: 73; A498: 115; 786-0: 95; SN12C: 92; ACHN: 100; PC-3: 102; TK-10: 103; RXF 393: 103; CAKI-1: 108

What do the screens show for `COc1cc2c(Cc3ccccc3)cncc2cc1O`?
UO-31: 65; A498: 111; 786-0: 102; SN12C: 93; ACHN: 90; PC-3: 76; TK-10: 126; RXF 393: 102; CAKI-1: 88

How did CC(=N)N do in these assays?
UO-31: 86; A498: 95; 786-0: 103; SN12C: 103; ACHN: 110; PC-3: 94; TK-10: 104; RXF 393: 101; CAKI-1: 98

How did Cc1ccc(-c2nnc(SCc3cc(=O)oc4ccc(C)cc34)n2-c2ccccc2)cc1 do in these assays?
UO-31: 85; A498: 92; 786-0: 99; ACHN: 100; PC-3: 77; TK-10: 94; RXF 393: 104; CAKI-1: 94

Results for Nc1nnc(-c2c[nH]c3ncccc23)c(-c2c[nH]c3ccccc23)n1 ?
UO-31: 38; A498: 64; 786-0: 49; SN12C: 42; ACHN: 53; PC-3: 64; TK-10: 106; RXF 393: 65; CAKI-1: 50

Results for CC(=O)Oc1c2c(nc3c1c1ccccc1n3Cc1ccccc1)-c1ccccc1C2 ?
UO-31: 58; A498: 82; 786-0: 92; SN12C: 86; ACHN: 86; PC-3: 72; TK-10: 114; RXF 393: 116

What do the screens show for `COc1cc(C2=NN(C(C)=O)C(c3ccc(OC(C)=O)cc3OC(C)=O)O2)c(OC(C)=O)c2ccccc12` (configuration not stated)?
UO-31: 5.4*; A498: 25; 786-0: 11; SN12C: 19; ACHN: 16; PC-3: 43; CAKI-1: 8.1*

How did CCC(O)C(C)(C)C (configuration not stated) do in these assays?
UO-31: 101; A498: 96; 786-0: 111; SN12C: 101; ACHN: 110; PC-3: 108; TK-10: 99; RXF 393: 111; CAKI-1: 94

6 records drawn at random from the list so far:
How did CC(=N)N do in these assays?
UO-31: 86; A498: 95; 786-0: 103; SN12C: 103; ACHN: 110; PC-3: 94; TK-10: 104; RXF 393: 101; CAKI-1: 98

How did CCC(O)C(C)(C)C (configuration not stated) do in these assays?
UO-31: 101; A498: 96; 786-0: 111; SN12C: 101; ACHN: 110; PC-3: 108; TK-10: 99; RXF 393: 111; CAKI-1: 94

Results for O=S(=O)(Oc1ccc(-c2cn3ccoc3n2)cc1)c1ccc(F)cc1 ?
UO-31: 90; A498: 83; 786-0: 97; SN12C: 93; ACHN: 107; PC-3: 91; TK-10: 94; RXF 393: 105; CAKI-1: 89

What do the screens show for `CCNc1cc2oc(=O)cc(C)c2cc1C`?
UO-31: 86; A498: 88; 786-0: 82; SN12C: 141; ACHN: 100; PC-3: 89; TK-10: 89; RXF 393: 117; CAKI-1: 96

What do the screens show for `COc1cc(C2=NN(C(C)=O)C(c3ccc(OC(C)=O)cc3OC(C)=O)O2)c(OC(C)=O)c2ccccc12` (configuration not stated)?
UO-31: 5.4*; A498: 25; 786-0: 11; SN12C: 19; ACHN: 16; PC-3: 43; CAKI-1: 8.1*

Results for COc1ccc(C(OCC2OC(n3ccc(NC(=O)c4ccccc4)nc3=O)C(O)C2O)(c2ccccc2)c2ccccc2)cc1 (configuration not stated) ?
UO-31: 23; A498: 53; 786-0: 52; SN12C: -38*; ACHN: 47; PC-3: 23; TK-10: 82; RXF 393: 31; CAKI-1: 55

The list continues.
How did C(=NCC1CCC(CN=Cc2ccco2)CC1)c1ccco1 (configuration not stated) do in these assays?
UO-31: 91; A498: 102; 786-0: 103; SN12C: 108; ACHN: 107; PC-3: 98; TK-10: 106; RXF 393: 131; CAKI-1: 103

What do the screens show for `COc1ccc(-c2nc(N=Nc3c(O)[nH]c4ccccc34)[nH]c(=O)c2C#N)cc1OC`?
UO-31: 83; 786-0: 101; SN12C: 104; ACHN: 105; PC-3: 104; TK-10: 102; RXF 393: 109; CAKI-1: 91

Results for O=C(NCc1cn[nH]c1-c1ccc(F)cc1)[C@H]1CCC(=O)N(CCCc2ccccc2)C1 ?
UO-31: 97; 786-0: 103; SN12C: 92; ACHN: 99; PC-3: 102; TK-10: 106; RXF 393: 115; CAKI-1: 99

Results for O=C(O)Cc1ccc(C2CCCCC2)cc1 ?
UO-31: 82; A498: 111; 786-0: 111; SN12C: 102; ACHN: 106; PC-3: 90; TK-10: 108; RXF 393: 120; CAKI-1: 91

How did O=COCCCOCCCOc1ccccc1 do in these assays?
UO-31: 99; A498: 99; 786-0: 103; SN12C: 98; ACHN: 106; PC-3: 99; TK-10: 97; RXF 393: 96; CAKI-1: 105

What do the screens show for `COc1ccc(Cn2cc(C(=O)Nc3cccnc3Nc3cc(OC)c(OC)c(OC)c3)nn2)cc1`?
UO-31: 84; A498: 84; 786-0: 105; SN12C: 97; ACHN: 109; PC-3: 95; TK-10: 113; RXF 393: 108; CAKI-1: 102

How did CC1=CC(=Nc2cc(Cl)c(O)c(Cl)c2)C=CC1=O do in these assays?
UO-31: 82; A498: 76; 786-0: 83; SN12C: 93; ACHN: 85; TK-10: 116; RXF 393: 104; CAKI-1: 85

How did Nc1ccc(S(=O)(=O)Nc2nc(/C=C/c3ccccc3)cc(-c3cc(/C=C/c4ccccc4)nc(NS(=O)(=O)c4ccc(N)cc4)n3)n2)cc1 do in these assays?
A498: 120; 786-0: 106; SN12C: 99; ACHN: 100; PC-3: 98; TK-10: 100; RXF 393: 107; CAKI-1: 79

Results for COc1cccc(-c2nc(-c3ccc(NC(=O)c4ccccc4)cc3)[nH]c2-c2ccnc(Br)c2)c1 ?
UO-31: 3.8*; A498: -28*; 786-0: -10*; SN12C: 54; ACHN: 25; PC-3: 18; TK-10: 60; RXF 393: -44*; CAKI-1: 20

What do the screens show for `CC(=O)CC(=O)N(c1ccccn1)c1ccccn1`?
UO-31: 69; A498: 102; 786-0: 99; SN12C: 104; ACHN: 100; PC-3: 89; TK-10: 104; RXF 393: 118; CAKI-1: 97

Results for CCOC(=O)C1CC2OC2CC1C(=O)OCC (configuration not stated) ?
UO-31: 99; A498: 114; 786-0: 107; SN12C: 108; ACHN: 117; PC-3: 103; TK-10: 113; RXF 393: 129; CAKI-1: 94

What do the screens show for `CC1CCCC(C)N1C(=O)c1ccccc1` (configuration not stated)?
UO-31: 106; A498: 111; 786-0: 103; SN12C: 107; ACHN: 117; PC-3: 97; TK-10: 111; RXF 393: 105; CAKI-1: 88

Results for N#Cc1c(Nc2ccccc2)nn2c(-c3ccc(Br)cc3)ccnc12 ?
UO-31: 82; 786-0: 98; SN12C: 104; ACHN: 105; PC-3: 98; TK-10: 110; RXF 393: 65; CAKI-1: 93

How did CC12CCC3C4(C)COC(c5cccc([N+](=O)[O-])c5)OC4CCC3(C)C1CC(C1=CCOC1=O)O2 (configuration not stated) do in these assays?
UO-31: 72; A498: 91; 786-0: 100; SN12C: 99; ACHN: 101; PC-3: 88; TK-10: 94; CAKI-1: 92

What do the screens show for `COc1ccc2c(c1)oc1c(C)c3c(c(C)c12)C(=O)N(CCCCCC#N)C3=O`?
UO-31: 71; A498: 89; 786-0: 94; SN12C: 88; ACHN: 95; PC-3: 94; TK-10: 109; RXF 393: 101; CAKI-1: 83

Results for CCOc1ccc(NC(=S)NC(=O)c2ccco2)cc1 ?
UO-31: 101; A498: 109; 786-0: 91; SN12C: 105; ACHN: 98; TK-10: 99; RXF 393: 118; CAKI-1: 104

How did CCOC(=O)C1=C(C(=O)c2ccc(OC)cc2)C(c2c(Cl)cccc2Cl)C(C(=O)c2ccc(OC)cc2)=C(C(=O)OCC)N1 do in these assays?
A498: 67; 786-0: 98; SN12C: 100; ACHN: 97; PC-3: 99; TK-10: 103; RXF 393: 110; CAKI-1: 87

How did Cc1ccc(/C=C2\SC(=S)N(CCCC(=O)O)C2=O)cc1 do in these assays?
UO-31: 92; 786-0: 102; SN12C: 98; ACHN: 102; PC-3: 108; TK-10: 105; RXF 393: 98; CAKI-1: 92

How did O=C(NCn1c(=O)[nH]c2ccccc2c1=O)Nc1ccc(O)cc1 do in these assays?
UO-31: 84; A498: 117; 786-0: 108; SN12C: 95; ACHN: 98; PC-3: 99; TK-10: 102; RXF 393: 104; CAKI-1: 100

Results for O=C(O)COc1ccccc1[N+](=O)[O-] ?
UO-31: 66; A498: 91; 786-0: 100; SN12C: 97; ACHN: 97; PC-3: 91; TK-10: 104; RXF 393: 110; CAKI-1: 96

Results for O=C(c1ccc(F)cc1)N1CCn2c(nnc2C(F)(F)F)C1 ?
UO-31: 91; 786-0: 107; SN12C: 96; ACHN: 105; PC-3: 111; TK-10: 105; RXF 393: 102; CAKI-1: 96

What do the screens show for `Clc1ccc(-c2nc(-c3c[nH]c4ncccc34)cs2)cc1`?
UO-31: 66[100 µM]; A498: 47[100 µM]; 786-0: 35[100 µM]; SN12C: 62[100 µM]; ACHN: 67[100 µM]; PC-3: 44[100 µM]; TK-10: 40[100 µM]; RXF 393: 19[100 µM]; CAKI-1: 49[100 µM]

What do the screens show for `CC(=O)[C@@H]1CC[C@]2(C(=O)NC3CCCCC3)CC[C@]3(C)[C@H](CC[C@@H]4[C@@](C)(CCC#N)[C@H](C(C)=O)CC[C@]43C)[C@@H]12`?
UO-31: 83; A498: 70; 786-0: 97; SN12C: 98; ACHN: 96; PC-3: 84; TK-10: 108; RXF 393: 97; CAKI-1: 66

What do the screens show for `C/C(=C\Cl)COC(C)(C)C`?
UO-31: 78&92; A498: 100&101; 786-0: 102&100; SN12C: 93&110; ACHN: 98&104; PC-3: 83&105; TK-10: 109&117; RXF 393: 130&106; CAKI-1: 89

Results for COC1c2cc(C)cc(O)c2C2=C(C(=O)c3c(O[C@H]4C[C@H](O)[C@@H](O)C(C)O4)cccc3C2=O)N1Cc1ccc(C(=O)O)cc1 (some centres not stated) ?
UO-31: 88; A498: 129; 786-0: 106; SN12C: 65; ACHN: 85; PC-3: 91; TK-10: 122; RXF 393: 99; CAKI-1: 102
